High-throughput results (PubChem)
Growth percent in the NCI-60 one-dose screen (48 h, 10 µM unless noted): 100 = growth as untreated, 0 = no growth, -100 = all killed.
SK-MEL-5: SK-MEL-5 melanoma. 80,000 tested, 6.4% active
A549/ATCC: A549/ATCC NSCLC | 81,000 tested, 3.7% active
M14: M14 melanoma | 80,000 tested, 6.2% active
SK-MEL-2: SK-MEL-2 melanoma; 77,000 tested, 4.7% active; AID 1794763
EKVX: EKVX NSCLC; 71,000 tested, 3% active; AID 1794765
MALME-3M: MALME-3M melanoma; 78,000 tested, 5.8% active
UACC-62: UACC-62 melanoma. 81,000 tested, 5.4% active. AID 1794756
UACC-257: UACC-257 melanoma; 78,000 tested, 4.4% active; AID 1794764
* hit, by the source's call; · = no result given. Rule for the calls: active = growth percent below 10; inactive = the rest.

Start of the data: the first 16 compounds, ahead of the listing:
SMILES	SK-MEL-5	A549/ATCC	M14	SK-MEL-2	EKVX	MALME-3M	UACC-62	UACC-257
N#Cc1ccc(Nc2nc(N)n(C(=O)c3cccc(C(F)(F)F)c3)n2)cc1	101	97	107	101	98	120	93	108
O=C(O)c1ccc(N=CC(=O)c2ccc(-c3ccccc3)cc2)cc1	·	92	94	108	99	98	93	93
COc1ccc(C(=O)c2c(N)c(C#N)cn2-c2ccc(Cl)cc2Cl)cc1	99	93	91	97	94	97	90	98
Cc1cc2ccccc2[n+](C)c1-c1ccccc1Cl	65	50	90	89	46	67	83	62
CN1CCN(C(=O)c2ncc(-c3ccc(C(F)(F)F)cc3)c(NC3CCCCCC3)n2)CC1	97	105	94	·	·	·	99	96
COc1ccc(C(=O)COc2cccc(/C=C3\Cc4ccc(Cl)cc4C3=O)c2)cc1	106	93	99	122	112	114	100	104
C=C1C(=O)O[C@@H]2C[C@@H](C)[C@H](OC)CC(=O)[C@](C)(OC(C)=O)C[C@H](OC(=O)/C(C)=C\C)[C@@H]12	·	100	89	88	84	40	·	77
CCOC(=O)C1=C(C)NC(=O)NC1c1cc(=O)oc2c1ccc1ccccc12 (stereo unspecified)	96	92	95	·	103	97	92	99
CN1CCN(Cc2ccc(NC(=O)c3cncc(C#Cc4cnc(N)cc4C#N)c3)cc2C(F)(F)F)CC1	9.3*	19	-23*	-66*	34	-4.0*	-13*	3.8*
Brc1ccc2[nH]cc(-c3cncn3CCc3ccccc3)c2c1	10	57	53	56	37	65	53	48
OCC1OC(/C(N=Nc2ccccc2)=N\Nc2ccccc2)C(O)C1O (stereo unspecified)	102	96	101	·	·	·	116	98
O=C1CC(C2=CCCCC2)C(=O)O1 (stereo unspecified)	99	101	110	101	97	110	104	·
C/C(C=O)=C\c1ccc2c(c1)OCO2	105	105	121	109	102	127	105	109
C/C(=C(/C)c1ccccc1)c1ccccc1	100	83	96	84	105	114	104	98
COc1cc(-c2nc(C(=O)Nc3ccc(C)cc3)nn2-c2ccc(F)c(F)c2)cc(OC)c1OC	96	96	95	90	100	89	105	·
COc1cc(OC)cc(C(=O)Nc2sc3c(c2C(N)=O)CCC(=O)C3)c1	63	96	23	87	89	·	20	53

Results (from the top)
SMILES	SK-MEL-5	A549/ATCC	M14	SK-MEL-2	EKVX	MALME-3M	UACC-62	UACC-257
N#Cc1ccc(Nc2nc(N)n(C(=O)c3cccc(C(F)(F)F)c3)n2)cc1	101	97	107	101	98	120	93	108
O=C(O)c1ccc(N=CC(=O)c2ccc(-c3ccccc3)cc2)cc1	·	92	94	108	99	98	93	93
COc1ccc(C(=O)c2c(N)c(C#N)cn2-c2ccc(Cl)cc2Cl)cc1	99	93	91	97	94	97	90	98
Cc1cc2ccccc2[n+](C)c1-c1ccccc1Cl	65	50	90	89	46	67	83	62
CN1CCN(C(=O)c2ncc(-c3ccc(C(F)(F)F)cc3)c(NC3CCCCCC3)n2)CC1	97	105	94	·	·	·	99	96
COc1ccc(C(=O)COc2cccc(/C=C3\Cc4ccc(Cl)cc4C3=O)c2)cc1	106	93	99	122	112	114	100	104
C=C1C(=O)O[C@@H]2C[C@@H](C)[C@H](OC)CC(=O)[C@](C)(OC(C)=O)C[C@H](OC(=O)/C(C)=C\C)[C@@H]12	·	100	89	88	84	40	·	77
CCOC(=O)C1=C(C)NC(=O)NC1c1cc(=O)oc2c1ccc1ccccc12 (stereo unspecified)	96	92	95	·	103	97	92	99
CN1CCN(Cc2ccc(NC(=O)c3cncc(C#Cc4cnc(N)cc4C#N)c3)cc2C(F)(F)F)CC1	9.3*	19	-23*	-66*	34	-4.0*	-13*	3.8*
Brc1ccc2[nH]cc(-c3cncn3CCc3ccccc3)c2c1	10	57	53	56	37	65	53	48
OCC1OC(/C(N=Nc2ccccc2)=N\Nc2ccccc2)C(O)C1O (stereo unspecified)	102	96	101	·	·	·	116	98
O=C1CC(C2=CCCCC2)C(=O)O1 (stereo unspecified)	99	101	110	101	97	110	104	·
C/C(C=O)=C\c1ccc2c(c1)OCO2	105	105	121	109	102	127	105	109
C/C(=C(/C)c1ccccc1)c1ccccc1	100	83	96	84	105	114	104	98
COc1cc(-c2nc(C(=O)Nc3ccc(C)cc3)nn2-c2ccc(F)c(F)c2)cc(OC)c1OC	96	96	95	90	100	89	105	·
COc1cc(OC)cc(C(=O)Nc2sc3c(c2C(N)=O)CCC(=O)C3)c1	63	96	23	87	89	·	20	53
Cn1cc(-c2noc(C(=O)c3cn(C)c4ncc(Br)cc34)n2)c2ccccc21	96	99	99	95	86	81	89	97
O=C(/C=C/c1ccccc1Cl)n1nc(-c2ccccc2)nc1-c1ccccc1	103	103	100	101	·	94	113	·
COC1=CC(c2ccc[nH]2)=N/C1=C\c1[nH]c(C)c(CC(=O)OCc2ccccc2)c1CCC(=O)OCc1ccccc1	-94*	5.3*	-78*	-61*	4.0*	-62*	-70*	-46*
O=C(NS(=O)(=O)c1ccccc1)c1ccc2c(c1)nc(-c1ccccc1)n2C1CCCCC1	98	93	103	84	91	99	98	97
C=C(C)[C@@H]1CC[C@]2(C(=O)OC)CC[C@]3(C)[C@H](CC[C@@H]4[C@@]5(C)C/C(=C/c6ccccc6)C(=O)C(C)(C)[C@@H]5CC[C@]43C)[C@@H]12	101	98	93	108	89	96	91	97
O=C(Nc1ccccc1)c1sc(-c2ccccc2)cc1O	84	111	96	105	87	85	67	128
COc1ccc(Nc2ncccc2/C=C\c2cc(OC)c(OC)c(OC)c2)cc1	67	44	81	99	93	104	56	99
CC(C)C(c1ccccc1)C(O)CC[N+]1(C)CCCCC1 (stereo unspecified)	102	99	98	97	102	98	102	·
COc1cccc(N(CCCCN)c2cccnc2)c1	106	98	104	102	97	·	88	112
COc1cc(Cn2cc(C#N)c(N)c2C(=O)c2ccc(Cl)cc2Cl)cc(OC)c1OC	97	84	95	95	96	97	84	94
COc1ccc(-c2nnc3n(C)c(=O)c4ccccc4n23)cc1N	11	29	14	22	56	52	13	50
CNCCC(=O)c1ccccc1	97	102	96	103	113	100	103	106
COC(=O)c1cccc(Br)c1	106	116	101	110	87	111	97	112
S=C1CCCC(=S)N1	107	98	105	102	106	106	96	95

Given comma-delimited: part of the list above.
compound,SK-MEL-5,A549/ATCC,M14,SK-MEL-2,EKVX,MALME-3M,UACC-62,UACC-257
COc1ccc(Nc2ncccc2/C=C\c2cc(OC)c(OC)c(OC)c2)cc1,67,44,81,99,93,104,56,99
S=C1CCCC(=S)N1,107,98,105,102,106,106,96,95

Going on with the list:
SMILES	SK-MEL-5	A549/ATCC	M14	SK-MEL-2	EKVX	MALME-3M	UACC-62	UACC-257
O=C(Nc1ccc(O)cc1)c1ccc(-n2c(=O)[nH]c3ccccc3c2=O)cc1	108	105	107	111	100	97	102	111
O=C(NCCc1ccccc1)/C(=C\c1ccc(Cl)cc1Cl)NC(=O)c1ccccc1	96	101	96	114	96	79	99	97
CCc1n(Cc2ccc3ccccc3c2)cc[n+]1Cc1ccc2ccccc2c1	-93*	29	-9.5*	-55*	12	-22*	-43*	-38*
O=C(Cn1cc(C2CC2)nn1)Nc1nc2ccccc2s1	103	100	100	111	102	99	100	106
O=C1OCC2=C1C(c1cccc(Cl)c1)c1cc3c(cc1N2CCO)OCCO3 (stereo unspecified)	-8.6*	14	13	·	49	·	28	45
CCOC(=O)Cc1csc(Nc2ccc(C(=O)O)cc2)n1	99	98	113	100	106	110	95	98
CCO/N=C(/N)c1ncn(Cc2ccccc2)c1NCC(OCC)OCC	101	102	97	104	92	97	107	109
CCN1CCN(c2cc(C)nc(N(CCNc3ccnc4cc(Cl)ccc34)Cc3ccc4c(c3)OCO4)n2)CC1	-96*	2.9*	-66*	-83*	22	-66*	-32*	-60*

The order is random; overall some 9.8% were active at least once.
